# Source: PubChem (The Scripps Research Institute Molecular Screening Center)
# GSTO1 inh = counter-screen for RBBP9 inhibitors: inhibitors of human GSTO1. P78417. recombinant GSTO1, activity-based probe fluorescence polarization. inhibition, % at 5.96 µM. 300,000 compounds, 1.1% hits;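 active = inhibition above the campaign mean inhibition plus 3 SD, cut at about 35% in these data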;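 note: 0% = GSTO1-1 with DMSO and 100% = wells lacking GSTO1-1 enzyme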
# Target sequence (P78417 whole entry, looked up): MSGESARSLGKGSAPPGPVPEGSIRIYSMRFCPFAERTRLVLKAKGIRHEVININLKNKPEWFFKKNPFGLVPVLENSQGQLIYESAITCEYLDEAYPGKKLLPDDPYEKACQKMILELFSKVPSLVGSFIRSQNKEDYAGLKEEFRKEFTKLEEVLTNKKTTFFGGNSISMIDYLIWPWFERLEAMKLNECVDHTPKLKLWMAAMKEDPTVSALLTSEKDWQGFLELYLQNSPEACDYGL
# PAFAH2 inh = PAFAH2 (human) inhibition. 340,000 compounds, 0.99% hits. inhibition, % at 3.39 µM. Q99487. AID 492956. recombinant PAFAH2, FP-rhodamine activity probe, fluorescence polarization;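 active = inhibition above the mean over all tested compounds plus 3 SD, cut at about 30% in these data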;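 note: inhibitors block probe labeling of enzyme so polarization drops; 0% = enzyme with DMSO and 100% = wells lacking PAFAH2 protein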
# PAFAH1B3 FP inh = blocks human PAF acetylhydrolase 1B catalytic subunit 3; Q15102; recombinant PAFAH1B3, FP-rhodamine probe, fluorescence polarization; inhibition, % at 3.39 µM; 340,000 compounds, 0.28% hits;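 active = inhibition above the screen-wide average of all tested compounds plus 3 SD, cut at about 25% in these data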;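 note: 0% = enzyme with DMSO only and 100% = wells lacking PAFAH1B3 protein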
# Target sequence (Q15102 whole entry, looked up): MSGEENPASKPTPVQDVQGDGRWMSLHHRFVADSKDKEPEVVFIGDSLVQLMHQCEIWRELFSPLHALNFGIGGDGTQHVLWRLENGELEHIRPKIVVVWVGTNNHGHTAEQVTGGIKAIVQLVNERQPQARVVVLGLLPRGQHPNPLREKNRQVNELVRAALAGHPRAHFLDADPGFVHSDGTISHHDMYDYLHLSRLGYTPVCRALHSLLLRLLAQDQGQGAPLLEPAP
# LYPLA2 counter = blocks human lysophospholipase 2, a PME1 counter-screen. inhibition, % at 5.9 µM. AID 2177. recombinant LYPLA2, FP-Rh probe fluorescence polarization. 320,000 compounds, 0.38% hits;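 active = inhibition above the screen-wide mean plus 3 SD, limit set per campaign, cut at about 26% in these data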;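 note: 0% = LYPLA2 with DMSO and 100% = wells lacking LYPLA2 enzyme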
# Target sequence (O95372 whole entry, looked up): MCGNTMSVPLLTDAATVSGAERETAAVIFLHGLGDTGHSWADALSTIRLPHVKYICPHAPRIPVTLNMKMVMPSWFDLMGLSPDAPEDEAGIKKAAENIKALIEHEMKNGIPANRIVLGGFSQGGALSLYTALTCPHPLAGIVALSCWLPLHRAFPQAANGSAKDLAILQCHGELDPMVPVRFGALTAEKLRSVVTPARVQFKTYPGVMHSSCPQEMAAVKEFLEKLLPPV
# pPAFAH FP inh = inhibitors of human plasma PAF acetylhydrolase (pPAFAH); Q13093; 330,000 compounds, 1.5% hits; inhibition, % at 3.39 µM; recombinant pPAFAH, FP-rhodamine probe fluorescence polarization;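 active = inhibition above the mean inhibition across the screen plus 3 SD, cut at about 25% in these data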;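 note: inhibitors block binding of the rhodamine activity-based probe so polarization drops; 0% = enzyme with DMSO and 100% = wells lacking pPAFAH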
# PAFAH1B2 inh = inhibitors of human PAFAH1B2 | P68402 | recombinant PAFAH1B2, FP-rhodamine activity probe, fluorescence polarization | inhibition, % at 3.39 µM | 340,000 compounds, 1.2% hits | AID 492953;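 active = inhibition above the mean of all tested compounds plus 3 SD, cut at about 24% in these data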;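 note: 0% = enzyme with DMSO and 100% = wells lacking PAFAH1B2; many of its hits are not listed in these tables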
# LYPLA1 counter = LYPLA1 (human) inhibition in PME1 counter-screen; O75608; recombinant LYPLA1, FP-Rh probe fluorescence polarization; inhibition, % at 5.9 µM; 320,000 compounds, 0.16% hits;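 active = inhibition above the mean of all tested compounds plus 3 SD, set per campaign, cut at about 14% in these data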;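 note: inhibitors block serine hydrolase probe labeling of LYPLA1 so polarization falls; 0% = enzyme with DMSO and 100% = wells lacking LYPLA1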
# Target sequence (O75608 whole entry, looked up): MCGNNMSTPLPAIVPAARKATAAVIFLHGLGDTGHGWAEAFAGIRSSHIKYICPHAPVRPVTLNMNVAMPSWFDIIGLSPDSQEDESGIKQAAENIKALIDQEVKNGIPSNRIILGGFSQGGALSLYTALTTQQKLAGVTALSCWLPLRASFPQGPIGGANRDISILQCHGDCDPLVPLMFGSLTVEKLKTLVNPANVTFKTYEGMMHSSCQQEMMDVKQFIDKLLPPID
# PME-1 inh = PME-1 (human) inhibition. 320,000 compounds, 0.53% hits. inhibition, % at 5.9 µM. recombinant PME-1, FP-Rh probe fluorescence polarization. Q9Y570. AID 2130;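 active = inhibition above the campaign mean of all compounds plus 3 SD, cut at about 26% in these data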;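 note: competitive labeling of PME-1 active site by serine hydrolase directed probe; 0% = PME-1 with DMSO and 100% = wells lacking PME-1 enzyme; inhibitors block probe labeling so polarization falls and inhibition rises; many of its hits are not listed in these tables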
# PAD4 inh = PAD4 (human) enzyme inhibition. recombinant PAD4, RCA probe fluorescence polarization. 330,000 compounds, 0.41% hits. inhibition, % at 6.36 µM. Q9UM07. AID 485272;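 active = percent inhibition above a cutoff equal to the mean of all tested compounds plus 3 SD, cut at about 15% in these data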;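 note: 0% = PAD4 with RCA probe and DMSO and 100% = probe without PAD4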
# Numbers without * were called inactive; x = no result given. A portion of the library; rates above refer to the full screens.
Molecule	GSTO1 inh	PAFAH2 inh	PAFAH1B3 FP inh	LYPLA2 counter	pPAFAH FP inh	PAFAH1B2 inh	LYPLA1 counter	PME-1 inh	PAD4 inh
CCC(CO)n1c(SCc2cc(=O)oc3cc(C)ccc23)nc2ccccc2c1=O (configuration not stated)	2	7	8	13	2	-1	-4	22	7
Clc1ccc(CSc2nnc(/C=C/c3ccccc3)o2)c(Cl)c1	-6	1	0	8	0	2	7	-1	-5
O=C(COC(=O)CNC(=O)c1ccccc1F)Nc1ccc2[nH]c(=O)[nH]c2c1	-9	-9	5	3	1	1	1	0	-9
CC1(C)Cc2ccccc2C(N/N=C/c2cccc(F)c2)=N1	-3	-1	8	0	6	6	-4	8	-2
CCOc1cc(Cl)c(S(=O)(=O)NCc2ccccn2)cc1Cl	11	2	9	7	-1	1	0	-15	-3
O=C(CNC(=O)c1ccccc1)NCc1nc2ccccc2[nH]1	12	-8	0	5	3	2	-1	1	-1
CC(=O)Nc1ccc(NC(=O)C(C)OC(=O)c2ccc(S(=O)(=O)N3CCCCCC3)cc2)cc1 (configuration not stated)	x	-17	-13	x	-5	-4	x	x	-13
Cc1cc(NS(=O)(=O)c2ccc(N3C(=O)C4C5C=CC(C5)C4C3=O)cc2)nc(C)n1 (configuration not stated)	3	-1	1	-3	1	1	0	-4	-4
COc1cccc(NC(=O)C2CCCN(S(=O)(=O)c3ccc(-n4cnnn4)cc3)C2)c1 (configuration not stated)	2	4	-2	-1	6	-2	-2	-8	-6
CCCCn1c(=O)cc(N2CCOCC2)[nH]c1=O	-2	-3	5	4	10	1	0	-1	4
CN(CC1COc2ccccc2O1)C(=O)c1ccc(Cl)c(S(=O)(=O)N2CCCCCC2)c1 (configuration not stated)	x	8	1	-2	5	0	-2	5	1
N#Cc1cccc(Cn2nnc(-c3ccccc3)n2)c1	0	-5	2	9	3	3	0	1	3
CCC1(CC)Cc2ccccc2C(CC(=O)N2CCOCC2)=N1	2	7	4	3	4	1	2	5	0
CC(=O)c1ccc(NC(=O)c2cc(C)no2)cc1	-3	5	11	0	3	7	2	-2	-2
Cc1cccc(OCCCC(=O)Nc2ccc(Br)cc2)c1	-2	5	9	1	6	7	-4	-3	2

# One compound at a time, from the list above. Order of screens: GSTO1 inh	PAFAH2 inh	PAFAH1B3 FP inh	LYPLA2 counter	pPAFAH FP inh	PAFAH1B2 inh	LYPLA1 counter	PME-1 inh	PAD4 inh
# `COc1cccc(NC(=O)C2CCCN(S(=O)(=O)c3ccc(-n4cnnn4)cc3)C2)c1` (configuration not stated) reads 2	4	-2	-1	6	-2	-2	-8	-6
# `Cc1cccc(OCCCC(=O)Nc2ccc(Br)cc2)c1` reads -2	5	9	1	6	7	-4	-3	2

# Other structures follow:
Molecule	GSTO1 inh	PAFAH2 inh	PAFAH1B3 FP inh	LYPLA2 counter	pPAFAH FP inh	PAFAH1B2 inh	LYPLA1 counter	PME-1 inh	PAD4 inh
O=[N+]([O-])c1ccc(Cl)c(/C=N/NC(=S)Nc2ccccc2)c1	10	-5	-3	8	2	1	2	4	-2
CCOC(=O)CN1C(=O)NC(C)(c2ccc(OC(F)F)cc2)C1=O (configuration not stated)	-1	-6	5	-1	11	5	1	4	5
Cc1nc2ccc(NC(=O)c3sccc3C)cc2s1	6	5	4	4	4	2	1	3	3
O=C(COc1coc(CN2CCN(c3ccccc3F)CC2)cc1=O)NCC1CCCO1 (configuration not stated)	6	-8	2	1	0	2	1	-2	1
O=c1cc(-c2ccccc2)nc2nc(-c3ccccc3)[nH]n12	-46	30	3	-7	-1	3	-2	-2	1
COc1cc(C2=NOC(C(=O)NCc3ccc(F)cc3)C2)cc(OC)c1OC (configuration not stated)	7	-5	-6	2	-7	7	-2	-1	2
COCCNC(=S)N(CCc1c(C)[nH]c2ccc(C)cc12)Cc1ccco1	15	6	14	3	14	6	-3	3	-2
COC(=O)c1sccc1NC(=O)c1cc(-c2ccc(C)cc2)nc2ccccc12	-5	0	4	-1	4	1	-1	1	-4
CCOC(=O)N1CCc2c(sc(NC(=O)C3=COCCO3)c2C(N)=O)C1	5	-1	4	8	-1	7	0	7	2
O=C(CSc1nnc(Nc2ccccc2)s1)Nc1cccnc1Cl	4	7	1	-2	1	3	-3	-4	7
S=C(NCc1ccco1)Nc1ccc(Cl)cc1Cl	1	6	2	2	0	5	2	-1	1
CN(CCCNC(=O)CN1C(=O)CC(C)(C)S(=O)(=O)c2ccccc21)C1CCCCC1	-8	8	5	2	1	5	1	5	3
CC(CCc1ccccc1)NC(=O)c1ccc(Cl)nc1 (configuration not stated)	5	0	-1	2	-3	8	-1	7	3
Cc1cc(-c2nnnn2-c2ccc(F)cc2)no1	7	0	7	4	5	2	-1	-1	3
Cc1ccc(S(=O)(=O)N2CC(O)CC2C(=O)OCC(=O)c2ccccc2Cl)cc1C (configuration not stated)	-1	-3	7	-5	2	5	-4	1	0
O=C(c1cc(-c2cccc(Cl)c2)on1)N1CCc2ccccc2C1	-1	5	7	2	0	-1	-4	-5	-3
COc1ccc(NC(=O)C2CCN(S(C)(=O)=O)CC2)c(OC)c1	4	3	12	-5	0	12	0	0	2
CC(C)=CCN1CCN(CCC2=C(C)CCCC2(C)C)CC1CCO (configuration not stated)	4	1	-2	7	6	6	2	5	3
CC(C)(C)NC(=O)C1CC(=O)OC1(C)C (configuration not stated)	0	1	3	7	4	0	2	4	-2
CCN(CC)S(=O)(=O)c1cccc(C(=O)N[C@H](C(=O)Nc2nc3ccc(F)cc3s2)C(C)C)c1	-10	-28	6	-40	0	-2	-25	-34	1
COc1ccc(-c2cc(C(F)(F)F)nc(N3CCOCC3)n2)cc1	-4	3	-1	0	5	0	-5	-4	-2
CCc1ccc(Nc2ccc(C(=O)O)cc2[N+](=O)[O-])cc1	6	2	8	17	14	7	6	-1	-3
COc1ccccc1CC(=O)O/N=C(\N)c1ccccn1	1	10	4	1	3	5	2	-1	2
COC(=O)CCC(=O)N1CCCC(CO)(Cc2ccccc2C)C1 (configuration not stated)	6	5	9	1	-1	1	3	1	3
CN(CC1COc2ccccc2O1)C(=O)CSc1ncccn1 (configuration not stated)	x	5	9	x	3	1	x	x	4
Cc1ccc(C)c(NC(=S)N2CCCCCC2)c1	-3	-1	9	-3	1	-2	-4	-5	-7
COc1cccc(NC(=O)CN2CCN(CC(=O)Nc3ccc(F)cc3)CC2)c1	2	-2	2	-3	-4	5	0	-7	1
O=C(Nc1ccccc1)Nc1nnc(CSCc2ccccc2Cl)s1	-4	-11	5	-3	-3	4	-9	-8	-4
CCCCCCC1/C(=N/O)CCC1C(=O)OC (configuration not stated)	-2	5	0	0	9	4	1	-6	-4
O=C(/C=C/c1ccco1)N(Cc1ccccc1F)C1CCS(=O)(=O)C1 (configuration not stated)	6	1	6	7	4	-2	3	-5	1
Cn1c(SCC(=O)N2CCCCC2)nc2c(c1=O)SCC2	-2	5	3	2	1	5	-1	1	-2
Clc1ccccc1Nc1nnc(-c2ccncc2)s1	3	-8	-4	1	0	0	-3	-4	-1
COc1cc(-c2nc(-c3ccccc3)c(-c3ccc(F)cc3)[nH]2)cc2c1OCO2	-4	0	4	3	6	5	2	9	7
COc1ccc(OC)c(NC(=O)COC(=O)Cc2ccsc2)c1	x	2	-1	x	18	3	x	x	1
Cc1occc1-c1nnc(SCC(=O)NCc2ccc3c(c2)OCO3)n1CC(C)C	5	-3	2	2	3	7	0	-2	3
COc1cccc(-c2nn(C)c3sc(C(=O)NCc4ccc5c(c4)OCO5)cc23)c1	-25	-43	-42	-58	-32	-17	-41	-69	-6
COc1cc(C(C2C(=O)CC(C)(C)CC2=O)C2C(=O)CC(C)(C)CC2=O)ccc1OC(C)=O	10	0	16	2	1	1	-1	3	-3
Cc1ccccc1-c1nc2ccccc2c(=O)n1C1CCS(=O)(=O)C1 (configuration not stated)	3	-15	3	0	2	0	0	-5	3
CCOc1ccc(NC(=O)N(CCN(C)C)C(C)c2ccncc2)cc1 (configuration not stated)	5	-5	2	2	0	3	-1	-3	-4
COc1ccc(OC)c(C(=O)NC(CC(N)=O)c2ccc(NCCOc3ccccc3)c([N+](=O)[O-])c2)c1 (configuration not stated)	9	0	5	-1	-2	5	-7	1	0
CCN(CC)C(=O)CSc1nc(O)cc(=O)n1C	7	2	1	6	1	2	2	0	3
O=C(CN1C(=O)CC(c2ccccc2)=Nc2ccccc21)NC1CCCCC1	3	-17	-4	-5	2	-1	-2	2	2
Cc1cc(C)c2nc(N3CCCC(C(=O)NC4CCCC4)C3)sc2c1 (configuration not stated)	1	-8	4	-6	-1	4	-3	-1	-1
CNC(=S)N(Cc1ccc(OC)cc1)Cc1cc2cccc(C)c2[nH]c1=O	5	-1	4	4	0	4	-2	2	-2
COc1ccc(NC(=O)NNC(=O)COc2ccc([N+](=O)[O-])c(C)c2)cc1OC	4	0	4	0	2	0	-3	3	-1
O=c1cc(N2CCOCC2)c2ccccc2o1	6	3	6	11	5	2	3	-1	-1
C#C[C@]1(O)CC[C@H]2[C@@H]3CCc4cc(O)ccc4[C@H]3CC[C@@]21C	2	-1	-1	-1	4	-1	0	0	-5
Cc1ccc(NC(=O)CC(=O)c2ccccc2)cc1C	-13	-4	1	-13	-6	2	-1	-16	1

# Sorted by formula weight (descending): part of the list above
Molecule	GSTO1 inh	PAFAH2 inh	PAFAH1B3 FP inh	LYPLA2 counter	pPAFAH FP inh	PAFAH1B2 inh	LYPLA1 counter	PME-1 inh	PAD4 inh
CCN(CC)S(=O)(=O)c1cccc(C(=O)N[C@H](C(=O)Nc2nc3ccc(F)cc3s2)C(C)C)c1	-10	-28	6	-40	0	-2	-25	-34	1
COc1cc(C(C2C(=O)CC(C)(C)CC2=O)C2C(=O)CC(C)(C)CC2=O)ccc1OC(C)=O	10	0	16	2	1	1	-1	3	-3
CCOC(=O)N1CCc2c(sc(NC(=O)C3=COCCO3)c2C(N)=O)C1	5	-1	4	8	-1	7	0	7	2
CCOc1cc(Cl)c(S(=O)(=O)NCc2ccccn2)cc1Cl	11	2	9	7	-1	1	0	-15	-3
CC(C)=CCN1CCN(CCC2=C(C)CCCC2(C)C)CC1CCO (configuration not stated)	4	1	-2	7	6	6	2	5	3
COc1ccc(OC)c(NC(=O)COC(=O)Cc2ccsc2)c1	x	2	-1	x	18	3	x	x	1
Cn1c(SCC(=O)N2CCCCC2)nc2c(c1=O)SCC2	-2	5	3	2	1	5	-1	1	-2
C#C[C@]1(O)CC[C@H]2[C@@H]3CCc4cc(O)ccc4[C@H]3CC[C@@]21C	2	-1	-1	-1	4	-1	0	0	-5
O=c1cc(-c2ccccc2)nc2nc(-c3ccccc3)[nH]n12	-46	30	3	-7	-1	3	-2	-2	1
CCc1ccc(Nc2ccc(C(=O)O)cc2[N+](=O)[O-])cc1	6	2	8	17	14	7	6	-1	-3
CCCCn1c(=O)cc(N2CCOCC2)[nH]c1=O	-2	-3	5	4	10	1	0	-1	4
Cc1cc(-c2nnnn2-c2ccc(F)cc2)no1	7	0	7	4	5	2	-1	-1	3
